Source: PubChem (National Center for Advancing Translational Sciences (NCATS))
CBFb RUNX1 block – CBF-beta/RUNX1 interaction disruption; AlphaScreen CBFb-His/RUNX1-biotin binding, biochemical; Q01196+Q13951; Potency, µM (titrated, usually from 59.8 µM), inactives show top-dose activity, negative = inhibition, usual class: inhibitors; 230,000 tested, under 10 active; further: % of control where 0% means no effect
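Proteins preincubated together for 20 min at RT before compound addition; 15 min later, nickel and streptavidin beads were added and left 90 min prior to AlphaScreen measurement.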
LMNA splice mod – changes lamin A minigene splicing in HeLa cells. HeLa LMNA splicing GFP/RFP minigene ratio, 48 h. AID 1487. 0.01% of 200,000 active. Potency, µM (top dose mostly 46.1 µM), for inactives: at the top dose ratio change, negative = inhibition, most hits filed as inhibitors; active means well fitted inhibition curve with a large enough effect in the signal ratio, with a control signal flat, not every such curve was filed as active; inconclusive means small, poorly fitted or top-dose-only effect, or effect the other way, or a change in a side signal; the % refers to the signal ratio; further: potency means the concentration at half of the fitted maximal effect; on the % scale 0 is the no-effect control and ±100 the full control effect
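S3 HeLa stable clones carrying a lamin A-EGFP splicing minigene plus DsRed2 were seeded at 600 cells/well in Opti-MEM with 2% FBS, pin-dosed and incubated 48 h at 37°C. Acumen cytometry (488 nm) gave the GFP/RFP total-intensity ratio.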
IMPase Li cell – cell-permeable IMPase inhibitors with lithium potentiation; Potency, µM (doses to about 59.4 µM), for inactives: at the top dose activity, negative = IMPase inhibition, actives largely listed as inhibitors; CHO-M1 cells, IP1 TR-FRET (IP-One), carbachol + lithium; 0.35% of 210,000 active; AID 1457;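 further: IP1 builds up when IMPase is blocked and the TR-FRET signal falls; potency means the concentration at half of the fitted maximal effect; plate controls were basal vehicle for no effect and high inhibitor control for full effect; nearly all actives have a fitted effect of over 50% in size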
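CHO-M1, 2000 cells/well, 16–30 h culture; cpd + low Li+, 30 min 37C; lysis with d2-IP1/Eu-anti-IP1 Ab, 10 min RT; TR-FRET 665/620 ratio and 620 channel; AC50 via Hill.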
Epigenetic reg – derepresses silenced GFP reporter in murine cells; Potency, µM (top dose mostly 53.9 µM), for the others: top-dose GFP activation, actives largely listed as activators; 0.2% of 280,000 active; murine LDR cells, GFP reporter derepression, 30 h; AID 1865; further: potency means the concentration at half of the fitted maximal effect; % of control where 0% means no effect; nearly all actives have a fitted effect of over 60% in size
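Derepression of a silenced CMV-GFP reporter in murine LDR cells is scored by enumerating GFP-positive cells with a laser-scanning microplate cytometer after 30 hours of treatment at 37 C.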
NPSR antagonist – antagonists of human neuropeptide S receptor cAMP signaling | CHO-NPSR cells, cAMP TR-FRET, antagonist mode | Potency, µM (series often up to 38.3 µM), for inactives: top-dose activity change, negative = inhibition, hits mostly inhibitors | 1% of 220,000 active | AID 1461; further: potency means the concentration at half of the fitted maximal effect; on the % scale 0 is the no-effect control and ±100 the full control effect; nearly all actives have a fitted effect of over 50% in size; many of its hits are not listed in these tables
Target sequence (Q6W5P4 whole entry, looked up): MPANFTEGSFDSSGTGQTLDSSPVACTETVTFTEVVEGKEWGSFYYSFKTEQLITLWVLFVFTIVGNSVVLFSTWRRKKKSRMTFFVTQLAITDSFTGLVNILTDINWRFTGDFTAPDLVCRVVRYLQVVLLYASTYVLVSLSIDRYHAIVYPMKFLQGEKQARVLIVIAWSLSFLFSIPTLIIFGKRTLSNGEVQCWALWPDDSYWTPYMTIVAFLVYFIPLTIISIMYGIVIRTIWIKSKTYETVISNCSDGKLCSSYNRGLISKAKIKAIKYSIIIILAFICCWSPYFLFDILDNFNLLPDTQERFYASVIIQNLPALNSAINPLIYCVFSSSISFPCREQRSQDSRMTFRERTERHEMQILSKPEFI
GLA spleen mod – alpha-galactosidase A (human) modulation; P06280; human spleen homogenate, 4MU-alpha-Gal fluorescence, 40 min; Potency, µM (doses to about 80 µM), without a hit: at the top dose activity change, negative = inhibition, actives largely listed as inhibitors; 0.008% of 240,000 active;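 further: potency means the concentration at half of the fitted maximal effect; 0% = enzyme with vehicle and -100% = no enzyme basal signal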
Target sequence (P06280 32-429 limits assumed): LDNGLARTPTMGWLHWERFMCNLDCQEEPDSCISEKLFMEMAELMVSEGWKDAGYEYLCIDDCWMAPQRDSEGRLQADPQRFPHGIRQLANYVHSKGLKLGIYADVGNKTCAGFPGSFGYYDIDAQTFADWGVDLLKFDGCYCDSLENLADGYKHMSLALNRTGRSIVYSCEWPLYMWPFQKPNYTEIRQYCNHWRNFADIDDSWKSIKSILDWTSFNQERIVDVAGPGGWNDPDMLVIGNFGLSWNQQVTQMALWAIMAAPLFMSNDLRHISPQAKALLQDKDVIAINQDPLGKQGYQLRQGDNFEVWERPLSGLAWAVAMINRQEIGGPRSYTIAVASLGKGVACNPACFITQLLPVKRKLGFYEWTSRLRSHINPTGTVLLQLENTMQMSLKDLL
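Human spleen homogenate (1 ug) as enzyme source, 4-methylumbelliferyl-alpha-D-galactopyranoside 1 mM final, citrate/phosphate pH 5.0 with 0.01% Tween-20. Compounds 40 min at 37C, NaOH/glycine stop; fluorescence Ex 365/Em 440, Hill-fit AC50.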
Luc counter – counter-screen: inhibitors of Kinase-Glo firefly luciferase. Q27757. Kinase-Glo luciferase, ATP luminescence, 8 min. Potency, µM (highest dose often 38.3 µM), for the others: at the top dose activity change, negative = inhibition, actives largely listed as inhibitors. 0.28% of 200,000 active. AID 1379; further: potency means the concentration at half of the fitted maximal effect; on the % scale 0 is the no-effect control and ±100 the full control effect; nearly all actives have a fitted effect of over 60% in size
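Luminescence was the read-out, taken after 8-minute incubation at ambient temperature. Luciferase turned over luciferin with 10 uM ATP in imidazole pH 7.2 buffer containing KCl, MgCl2, Tween 20 and BSA.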
Starred values were filed as active, the others as inactive; u = inconclusive; x = not tested or not shown; & = joins results of further samples; [ ] = dose if it differs, or a comment. Unless noted, the call rests on the fitted dose curve; in most records, active means well fitted curve in the direction sought with a large enough effect; inconclusive means small, poorly fitted or top-dose-only effect, or another doubt; inactive means no such curve, though single readings can be large; an effect the other way counts as inactive or inconclusive. These rows are one share of the data; rates above refer to the full screens.

Results follow in this order: CBFb RUNX1 block, Epigenetic reg, LMNA splice mod, Luc counter, NPSR antagonist, IMPase Li cell, GLA spleen mod
> COc1ccc(O)c(C(c2c(C)[nH][nH]c2=O)c2c(C)[nH][nH]c2=O)c1
→ 0%, -1.1%, u, -2%, -9%, 5%, -1%
> C=CCn1c(=S)[nH]c2sc3c(c2c1=O)CCC3
→ 7%, 0.0%, u, -1%, -12%, 0%, 10%
> CCc1ccccc1NC(=O)CSc1nc2n[nH]c(C)c2c(=N)n1-c1cccc(OC)c1
→ -2%, 0.0%, -24%, 3%, -11%[46.1 µM], 6%, -5%
> CS(=O)(=O)Nc1cccc(C2=NN(C(=O)c3ccccc3Cl)C(c3ccccc3O)C2)c1 (centres undefined)
→ -5%, 0.0%, 11%, 16%, -33%, 5%, -1%
> COc1cc(CNCc2ccccn2)ccc1OCc1ccc(Cl)cc1
→ -23%, -1.0%, -2%, 0%, 16%, 8%, 4%
> Cc1nc(-c2ccc(Br)cc2)ccc1C(=O)O
→ -2%, 2.0%, 2%, 8%, -17%, 8.9µM*, -3%
> O=C(NC1CCc2ccccc21)c1cc(COc2ccc(F)cc2Cl)on1 (centres undefined)
→ 6%, 4.1%, x, -4%, 9%, 29%, 4%
> N#Cc1c(NC(=O)CSc2nnc(-c3ccncc3)n2CC2CCCO2)sc2c1CCCC2 (centres undefined)
→ 1%, 0.0%, u, 1%, -9%[46.1 µM], -1%[38.3 µM], 0%
> N#Cc1c(NC(=O)CSc2ccccn2)oc(-c2ccccc2)c1-c1ccccc1
→ -7%, 0.4%, 4%, -4%, u, 14%[38.3 µM], -2%
> NC(=O)C1(N2CCCCC2)CCN(c2nc(-c3ccccc3)cs2)CC1
→ -8%, -1.0%, u, -3%, -17%[46.1 µM], 39%[activator][38.3 µM], 6%
> CCCN(CCC)c1nc(N(CCC)CCC)[nH]c(=O)n1
→ 0%, 0.0%, x, x, -8%, 4%, -6%
> COc1ccc(-c2csc(NC(=O)C3CCCCN3S(=O)(=O)c3ccccc3)n2)cc1 (centres undefined)
→ -9%, -1.0%, u, -2%, -29%[46.1 µM], -1%[38.3 µM], 8%
> COC(=O)c1ccc(C23CC4(C2)[C@H](CN(C)[C@@H]4c2ccccc2)C3c2ccccc2)cc1 (some centres undefined)
→ -18%&1%, 5.1%&3.8%, x, -3%, -31%, 12%, 4%&4%
> N=c1n(CCN2CCOCC2)c2ccccc2n1Cc1ccccc1Br
→ 3%, 3.1%, 0%, 0%, 9%[46.1 µM], -1%[38.3 µM], 2%
> Cc1ccccc1N/N=C/c1ccc(N2CCOCC2)cc1
→ 4%, 5.7%, 18%, 6%, -2%[46.1 µM], 14%[38.3 µM], 4%
> O=C(NCCc1ccncc1)C12CC3CC(CC(C3)C1)C2
→ 4%, -3.0%, -1%, 4%, -1%[46.1 µM], -4%[38.3 µM], -10%
> Cc1cc(C)cc(NS(=O)(=O)c2cc(C(=O)NCc3ccccn3)ccc2Cl)c1
→ -4%, 0.0%, 2%, -2%, 3%, 1%, 3%
> Cc1cccc(NC(=O)CSc2nnc(C)n2Cc2ccccc2)c1
→ 3%, 0.9%, 5%, 0%, -10%[46.1 µM], 18%[38.3 µM], 3%
> COc1ccccc1N1CCN(C(=O)CCC(=O)O)CC1
→ 3%, 1.6%, x, -6%, -10%, 0%, 2%
> COC(=O)Cn1c(=O)c(C(=O)CCl)c(N)n(Cc2ccccc2)c1=O
→ 12%, 1.0%, x, x, -27%, x, -1%
> Cc1ccc(/C=N/n2c(C)n[nH]c2=S)o1
→ -1%, 0.0%, 12%, -3%, -8%[46.1 µM], 6%[38.3 µM], 11%
> Cc1c(Cl)cccc1N(Cc1ccc(C(=O)O)cc1)S(=O)(=O)c1ccccc1
→ -5%, 0.1%, u, 1%, -6%, 4%, -1%
> Cc1cc(C)n(CC2CC(=O)N(c3ccc(Cl)c(Cl)c3)C2=O)n1 (centres undefined)
→ 6%, 1.7%, 4%, -3%, -14%[46.1 µM], -5%[38.3 µM], -1%
> O=C(N/N=C/c1cc([N+](=O)[O-])ccc1O)NC12CC3CC(CC(C3)C1)C2
→ u, -1.6%, u, 4%, u, 7%, -2%
> O=C(c1cc2nc(-c3ccc(Cl)cc3)cc(C(F)(F)F)n2n1)N1CCOCC1
→ 9%, 0.1%, 16%[46 µM], -1%, 3%, 15%, 7%
> COc1cccc(Nc2nc3ccc(OC)cc3s2)c1
→ -4%, 3.3%, x, -3%, -22%, 4%, -4%
> COc1cccc(-c2nnc(-c3ccc(C(F)(F)F)cc3)o2)c1OC
→ 25%, -8.9%, -8%, 1%, u, 9%, -2%
> COc1cccc(C2C(=O)c3ccccc3C2=O)c1
→ -5%, 0.0%, 7%[46 µM], x, 30%, x, 0%
> CCCCOc1ccc(NC(=O)CSc2nnnn2C)cc1
→ 2%, -0.7%, 15%, 11%, -19%[46.1 µM], -19%[38.3 µM], 4%
> O=c1[nH][nH]cc1C=NCc1cccnc1
→ -9%, 12%, 15%[9.22 µM], 8%, 5%, -5%, -4%

Some entries already given, showing only CBFb RUNX1 block and IMPase Li cell.
SMILES | CBFb RUNX1 block | IMPase Li cell
COc1cccc(-c2nnc(-c3ccc(C(F)(F)F)cc3)o2)c1OC | 25% | 9%
COc1cccc(C2C(=O)c3ccccc3C2=O)c1 | -5% | x
CCCCOc1ccc(NC(=O)CSc2nnnn2C)cc1 | 2% | -19%[38.3 µM]

IMPase Li cell: hit marks shown above.
mol	CBFb RUNX1 block	Epigenetic reg	NPSR antagonist	IMPase Li cell	GLA spleen mod
Cc1nc(-c2ccc(Br)cc2)ccc1C(=O)O	-2%	2.0%	-17%	8.9µM*	-3%

The listing picks up, starting 3 compounds before the break.
Results follow in this order: CBFb RUNX1 block, Epigenetic reg, LMNA splice mod, Luc counter, NPSR antagonist, IMPase Li cell, GLA spleen mod
> COc1cccc(C2C(=O)c3ccccc3C2=O)c1
→ -5%, 0.0%, 7%[46 µM], x, 30%, x, 0%
> CCCCOc1ccc(NC(=O)CSc2nnnn2C)cc1
→ 2%, -0.7%, 15%, 11%, -19%[46.1 µM], -19%[38.3 µM], 4%
> O=c1[nH][nH]cc1C=NCc1cccnc1
→ -9%, 12%, 15%[9.22 µM], 8%, 5%, -5%, -4%
> CCCCn1c(NC(=O)c2ccccc2)c(C#N)c2nc3ccccc3nc21
→ u, 1.0%, u, x, u, x, -30%
> CC(=Nc1ccccc1)c1sc2ccccc2c1O
→ 15%, 1.3%, -17%, -16%, -16%[46.1 µM], 29%[38.3 µM], -8%
> Cc1cc(O)c(/C=N/Nc2ccc(Cl)cc2)c(=O)o1
→ -1%, -1.2%, 21%, -5%, -24%[46.1 µM], 39%[activator][38.3 µM], -6%
> O=C(O)CCC(=O)N1N=C(c2c(-c3ccccc3)c3cc(Cl)ccc3[nH]c2=O)CC1c1cccs1 (centres undefined)
→ 5%, 1.0%, -3%, 1%, -4%, -7%, 2%
> CCOC(=O)C1=NNC2C(=O)N(Cc3ccccc3)C(=O)C12 (centres undefined)
→ 16%, -1.0%, x, x, 5%, x, -6%
> Cc1nc2cc(C(=O)OCC(=O)NC3CCS(=O)(=O)C3)ccc2n1-c1ccccc1 (centres undefined)
→ -4%, -2.6%, 3%, 2%, -5%[46.1 µM], 24%[38.3 µM], -3%
> CCN1C(C)=C(C(=O)OC)C(c2ccccc2)N2C(=O)[C@](O)(C(=O)OC)CC(C#N)=C12 (some centres undefined)
→ 9%[13.1 µM], 0.0%[10.1 µM], x, x, x, x, 18%[17.5 µM]
> COc1ccccc1CN1CCC2(CC1)CCN(C(=O)c1cccc(F)c1)CC2
→ x, x, x, -2%, x, 36%[activator], -5%
> CC1Cc2nc(SCC(=O)Nc3ccc4c(c3)OCCO4)n(C)c(=O)c2S1 (centres undefined)
→ 21%, -0.9%, u, -3%, -12%[46.1 µM], 21%[38.3 µM], 9%
> CC(C)(C)C(=O)N(CCN(C(=O)C(C)(C)C)c1ccccc1)c1ccccc1
→ -2%, 0.0%, 13%, 1%, -11%[46.1 µM], 16%[38.3 µM], 0%
> CCc1cccc2c(=O)c(C(=O)NCCCOC)c[nH]c12
→ 6%, 1.5%, -9%[46 µM], -2%, -7%, 11%, 0%
> CCCc1nnc(SCC(=O)O)n1/N=C/c1ccc2c(c1)OCO2
→ -8%, 7.9%, 7%, -1%, -11%[46.1 µM], -2%[38.3 µM], -4%
> COCCn1c(C)cc(C(=O)CSc2nncn2-c2ccccc2)c1C
→ -4%, -0.8%, u, -9%, 11%[46.1 µM], 3%[38.3 µM], 5%
> CC(C)=CCC/C(C)=C/CC/C(C)=C/CO
→ 12%, 0.0%&-0.2%&-1.3%, -6%, -2%&-3%, x, 1%&11%&0%, -8%&-5%&-13%
> Cc1ccc(NC(Cc2cc(C)no2)c2ccccc2)cc1 (centres undefined)
→ -5%, 9.5%, -5%, -2%, -18%, 4%, 3%
> COc1ccc2nc3oc(C(=O)NCc4cccs4)cc3cc2c1
→ 0%, -1.3%, 3%, 0%, -2%[46.1 µM], -11%[38.3 µM], -4%
> Cc1ccc(S(=O)(=O)N(C)Cc2ccc(-c3nnc4n3CCC4)cc2)cc1
→ 0%, 1.2%, 6%, -3%, -26%[7.67 µM], -9%[38.3 µM], -1%
> O=C1O/C(=C/c2ccccc2)N=C1c1ccccc1
→ -2%, -11%, -9%, 0%, -26%, -4%, -9%
> CCOc1ccc(-n2ccnc2SCC(=O)Nc2cc(C)on2)cc1
→ -5%, -3.5%, x, 0%, -4%, -2%, 2%
> COC(=O)N1CCC2(CC1)CN(C(=O)Nc1cccc(F)c1)C2
→ x, x, x, -2%, x, 19%, -2%
> Cc1cccc(NC(=O)C2CCCN(c3nc(C)cc(C)n3)C2)c1 (centres undefined)
→ -9%, -8.1%, 9%, 3%, 0%[46.1 µM], 12%[38.3 µM], 8%
> Cc1nc(Sc2nnnn2C)c2c3c(sc2n1)CCC3
→ 2%, 8.4%, u, -3%, -3%[46.1 µM], 6%[38.3 µM], 4%
> CCOC(=O)Cn1nc(/C=C/c2ccc(C(C)C)cc2)ccc1=O
→ 2%, -1.1%, 23%, -1%, -21%[46.1 µM], 2%[38.3 µM], -22%
> COc1ccc(-c2nn(-c3ccccc3)cc2CNCc2cccnc2)c(F)c1
→ -4%, -2.3%, -4%[46 µM], -1%, 0%, 2%, -10%
